p53 reactivation: re-activators of mutant p53; Potency, µM (titrated, usually from 92.2 µM), without a hit: at the highest dose activity change, positive = activation, most hits filed as activators; 0.063% of 320,000 active; H1299 p53-A138V BP100-luciferase reporter, luminescence, 24 h; further: potency means the concentration at half of the fitted maximal effect; % of control where 0% means no effect; nearly all actives have a fitted effect of over 45% in size
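p53-null H1299 cells stably carrying temperature-sensitive p53-A138V and a BP100-luciferase reporter were pinned with compounds (4-point, 1:5 series) and held 24 hrs at 37 deg C. Luminescence was read 10 min after detection reagent.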
a7 integrin act: activates integrin-mediated alleviation for muscular dystrophy. 0.064% of 350,000 active. Potency, µM (doses to about 38.3 µM), without a hit: at the highest dose activation, hits mostly activators. alpha7betagal myoblasts, beta-gal FDG fluorescence, 48 h. AID 624291;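 further: potency means the concentration at half of the fitted maximal effect; 100% = response of the positive control SU9516; nearly all actives have a fitted effect of over 60% in size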
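Alpha7betagal+/- myoblasts (passage 13) were plated 16-24 hr, then exposed to compounds (1:260 dilution of DMSO stock) for 48 hours at 37C. After MPER lysis, β-galactosidase reporter activity was read as FDG fluorescence (ex 480/em 540) after 30 minutes.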
A-T KAP1 phos: potential ataxia-telangiectasia treatments restoring KAP-1 phosphorylation. […] A-T fibroblasts, KAP-1 phosphorylation AlphaLISA; neocarzinostatin DNA damage 30 min before lysis. Potency, µM (top dose mostly 57.5 µM), inactives show at the highest dose activation, actives largely listed as activators. 0.19% of 320,000 active. AID 485349; further: potency means the concentration at half of the fitted maximal effect; % of control where 0% means no effect; nearly all actives have a fitted effect of over 45% in size
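hTERT-immortalized A-T patient fibroblasts ([…]), 500 cells/well in OPTI-MEM, 1% FBS, got compounds for 60 min, then NCS for 30 min at 37C. Lysates were then assayed for phospho-KAP-1 by AlphaLISA (anti-pKAP1 donor, anti-KAP1 acceptor beads), 6 hr at 25C.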
B2AR arrestin: beta2AR (human) beta-arrestin recruitment activity; beta-arrestin recruitment to beta2AR, cell-based reporter; Potency, µM (titrated, usually from 46.1 µM), without a hit: at the highest dose activation, usual class: activators; 0.02% of 330,000 active; AID 492947;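 further: potency means the concentration at half of the fitted maximal effect; 0% = DMSO controls and full agonism = EC100 isoproterenol or metaproterenol; nearly all actives have a fitted effect of over 65% in size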
CXXC DNA block: MLL CXXC-DNA interaction inhibition | Q03164 | MLL-CXXC / FITC-HOXA9 DNA fluorescence polarization | Potency, µM (top dose mostly 115 µM), for inactives: at the top dose activity change, negative = inhibition, most hits filed as inhibitors | 0.037% of 290,000 active | AID 2662; active means well fitted inhibition curve with a large enough effect in the polarisation, with a control signal flat, not every such curve was filed as active; inconclusive means small, poorly fitted or top-dose-only effect, or effect the other way, or a change in a side signal; inactive means no such curve, though single readings can be large or run the other way; the % refers to the polarisation; further: potency means the concentration at half of the fitted maximal effect
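Fluorescence polarization: 7 uM MLL-CXXC (stock) preincubated 5 min with compounds, then 50 nM fluorescein-HOX-A9 DNA (stock) added; 30 min ambient. Buffer 50 mM Tris-HCl pH 7.5, 50 mM NaCl, 1 mM DTT, 0.05% BSA.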
ELG1 DNA repair: blocks ELG1-dependent DNA repair in HEK293T cells | AID 504467 | 2.3% of 330,000 active | HEK293T ELG1-luciferase reporter, luminescence, 16 h; DNA damage induced by 5-fluorouridine | Potency, µM (series often up to 46.1 µM), inactives show top-dose activity change, negative = inhibition, hits mostly inhibitors; further: potency means the concentration at half of the fitted maximal effect; on the % scale 0 is the no-effect control and ±100 the full control effect; nearly all actives have a fitted effect of over 55% in size
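Luminescence from the luciferase reporter, measured 30 min after ONE-Glo reagent at room temperature, was the read-out. Beforehand, 2,000 cells per well were exposed for 16 hr at 37 °C to 5-fluorouridine together with compound or vehicle.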
TCR act: activators of T cell receptors | primary human leukocytes, anti-CD3, IL-2 HTRF, 48 h | Potency, µM (titrated, usually from 9.22 µM), for the others: top-dose activation of IL-2 secretion, most hits filed as activators | 330,000 tested, under 10 active | AID 504894; further: % of control where 0% means no effect
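Using a-CD3 beads without co-stimulation, primary human leukocytes were exposed to compounds for 48 hr. An HTRF IL-2 kit measured the cytokine, with europium-to-d2 energy transfer producing emission at 665nm upon 320nm excitation.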
TRPV1 ag: agonists of human vanilloid receptor 1 (TRPV1); Q8NER1; TRPV1-expressing cells, Fluo-8 calcium influx, agonist mode; activation, % at 8.33 µM; 0.19% of 320,000 active; in the data active means activation above about 80%; inconclusive means between about 30% and that limit; further: 0% is about no effect
Target sequence (Q8NER1 whole entry, looked up): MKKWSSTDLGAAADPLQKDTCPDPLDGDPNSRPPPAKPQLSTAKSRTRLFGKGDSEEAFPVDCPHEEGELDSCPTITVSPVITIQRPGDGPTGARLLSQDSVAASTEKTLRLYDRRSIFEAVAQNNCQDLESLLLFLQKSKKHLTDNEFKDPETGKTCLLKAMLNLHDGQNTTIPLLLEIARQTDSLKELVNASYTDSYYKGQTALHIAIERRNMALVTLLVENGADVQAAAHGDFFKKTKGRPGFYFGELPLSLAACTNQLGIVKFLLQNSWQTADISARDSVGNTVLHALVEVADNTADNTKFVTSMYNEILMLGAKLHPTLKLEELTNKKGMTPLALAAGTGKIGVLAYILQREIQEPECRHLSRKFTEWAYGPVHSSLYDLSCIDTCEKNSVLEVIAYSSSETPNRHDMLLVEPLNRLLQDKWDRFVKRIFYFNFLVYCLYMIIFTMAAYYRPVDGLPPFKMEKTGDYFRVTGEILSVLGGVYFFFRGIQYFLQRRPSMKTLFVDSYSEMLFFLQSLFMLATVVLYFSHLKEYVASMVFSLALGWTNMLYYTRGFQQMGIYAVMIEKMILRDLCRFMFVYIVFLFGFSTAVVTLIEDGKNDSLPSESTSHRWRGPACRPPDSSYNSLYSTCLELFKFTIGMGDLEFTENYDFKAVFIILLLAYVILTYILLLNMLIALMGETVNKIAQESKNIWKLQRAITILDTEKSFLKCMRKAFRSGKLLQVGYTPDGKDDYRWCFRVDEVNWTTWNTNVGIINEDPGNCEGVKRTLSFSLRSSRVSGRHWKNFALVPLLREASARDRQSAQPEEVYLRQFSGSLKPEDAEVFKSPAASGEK
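Fluo-8 calcium influx in TRPV1-expressing cells, kinetic read (ex 480/em 520 nm). Compound added and read 3 min for agonist activity, followed by capsaicin at EC20 final and 2 min further read for enhancement.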
BRCA1 expr act: increases BRCA1 expression; MCF7-BRCA1-FFLuc reporter, luminescence, 48 h; response scale: scaled: vehicle 0%, 10 µM genistein 100%; Potency, µM (series often up to 46.1 µM), inactives show top-dose activation, most hits filed as activators; 1.1% of 380,000 active; AID 624202; further: potency means the concentration at half of the fitted maximal effect; nearly all actives have a fitted effect of over 80% in size; some results filed as inactive show a strong effect at the top dose
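Compounds are tested at multiple concentrations on MCF7 BRCA1-luciferase reporter cells seeded at 2000 per well; after 48 h, a single luminescence end-point is taken and curves fitted to the normalized data.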
TSG101-PTAP inh: blocks PTAP/TSG101 interaction to inhibit HIV-1 budding | Fluorescence polarization, FITC-PTAP peptide / Tsg101 binding | Potency, µM (highest dose often 115 µM), without a hit: at the highest dose activity change, negative = inhibition, most hits filed as inhibitors | 340,000 tested, under 10 active | AID 493005; active means well fitted inhibition curve with a large enough effect in the main read-out, with a control signal flat, not every such curve was filed as active; inconclusive means small, poorly fitted or top-dose-only effect, or effect the other way, or a change in a side signal; inactive means no such curve, though single readings can be large or run the other way; further: potency means the concentration at half of the fitted maximal effect; % of control where 0% means no effect
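Steps: Tsg101 binding domain dispensed (10 uM final), compounds pinned in DMSO, FITC-labeled PTAP-motif peptide added (50 nM final); after 20 min binding at room temperature, polarization measured.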
An asterisk follows results filed as active; ? = inconclusive; / = not tested or not shown; [ ] = dose if it differs, or a comment. Unless noted, the call rests on the fitted dose curve; in most records, active means well fitted curve in the direction sought with a large enough effect; inconclusive means small, poorly fitted or top-dose-only effect, or another doubt; inactive means no such curve, though single readings can be large; an effect the other way counts as inactive or inconclusive.

Compound | p53 reactivation | a7 integrin act | A-T KAP1 phos | B2AR arrestin | CXXC DNA block | ELG1 DNA repair | TCR act | TRPV1 ag | BRCA1 expr act | TSG101-PTAP inh
O=C(Nn1cnnc1)c1cc(Cl)cc(Cl)c1 | 3% | 7% | 10% | 0.2% | 3% | 4% | 7% | 0 | -16% | -5%
O=C(CCC1CCN(C(=O)c2cccc(Cl)c2F)CC1)Nc1ccccc1 | -5% | 14% | -1% | -0.2% | 4% | ? | 1% | 9 | -16% | 0%
CC1CN=C(c2cccn2Cc2ccc(F)cc2Cl)O1 (stereo unspecified) | 6% | 11% | ? | -1.2% | -4% | 12% | -3% | -4 | -6% | -5%
COc1cc(OC)c2ccc(=O)oc2c1C(CC(=O)N1CCOCC1)c1ccc(N(C)C)cc1 (stereo unspecified) | 0% | 0% | 43% | -0.7% | -26% | 6% | -1% | 8 | 0% | /
CCNC(=S)Nc1cc(OCC)c(NC(=O)c2ccco2)cc1OCC | -20% | 1% | -13% | 0.0% | 6% | ? | -10%[46.1 µM] | 12 | 0% | -4%
Cc1ccc(OC(C)C(=O)N2CC(=O)Nc3ccccc32)cc1 (stereo unspecified) | 5% | 3% | 4% | 2.6% | -8% | 18µM* | -12% | -3 | -20% | -6%
Cn1ccsc1=NC(=O)c1ccc(S(C)(=O)=O)c([N+](=O)[O-])c1 | 24% | -54% | 3% | 0.3% | -4% | ? | 1% | 3 | -83% | -1%
O=C(Nc1ccccc1)C1=C[C@H](c2ccccc2)C[C@H](OCCCCO)O1 | / | -30% | / | / | / | / | -3% | / | -38% | 0%
CCOC(=O)c1c(C)[nH]c(C)c1S(=O)(=O)N(C)CC(=O)Nc1ccc(C)cn1 | 7% | ? | 2% | 0.2% | 2% | 1% | -1% | 2 | 0% | -1%
CCOC(=O)NC(=O)COC(=O)CCCSc1nc2ccccc2s1 | 0% | -17% | -1% | -0.3% | 6% | 1% | 1% | 3 | -43% | -1%
Cc1ccc(C(=O)N/C(=C/c2cccc([N+](=O)[O-])c2)C(=O)NC(C)C)cc1 | -27% | 24% | 5% | -0.6% | 10% | -1% | 4%[46.1 µM] | 2 | -12% | -3%
CCOc1ncccc1C(=O)OCC(=O)Nc1ccc(S(=O)(=O)N2CCOCC2)cc1 | -12% | -1% | -3% | -0.1% | 15% | -18% | -2%[46.1 µM] | 2 | -6% | -2%
O=C1NC(c2ccccc2)=CC(c2ccccc2)N1 (stereo unspecified) | -2% | -9% | 12% | 0.4% | -5% | -1% | -2% | -2 | -2% | -2%
CCOC(=O)C(C)Sc1nc2c(c(=O)[nH]c(=O)n2C)n1C/C=C(/C)Cl (stereo unspecified) | -14% | -8% | -3% | 0.5% | 3% | 6% | 5% | -1 | 1% | -13%
CN1C(=O)CC(N2CCN(c3ccc(Cl)c(Cl)c3)CC2)C1=O (stereo unspecified) | -20% | 18% | -1% | 0.1% | 12% | -24% | -3% | -1 | -17% | 1%
S=c1[nH]c(-c2ccccc2)cn1/N=C/c1ccc(Br)cc1 | 2% | -11% | 0% | 2.4% | 9% | -16% | -2% | -1 | 31% | 0%
COc1ccc2sc(-c3ccc(SC)cc3)c(/C=C/c3ccc(OC)c(OC)c3)c2c1 | 1% | 2% | 5% | 0.5% | / | 0% | 1% | / | -31% | -2%
O=[N+]([O-])c1cc(/C=N/O)ccc1Sc1ccccc1 | 8% | 5% | -5% | 0.1% | 18% | 13% | 1% | 0 | 9% | -1%
NNC(=O)c1cc(S(=O)(=O)N2CCOCC2)c[nH]1 | 11% | 0% | 4% | -0.1% | / | 6% | -1% | 6 | -19% | -4%
CCCCN(CCCC)CP(=O)(c1ccccc1)c1ccccc1 | -1% | -35% | / | 0.1% | 17% | -8% | -8% | ? | -49% | -6%
Cc1nc(NC2=NCN(C3CCCCC3C)CN2)nc2ccccc12 (stereo unspecified) | -8% | / | -2% | -0.1% | 5% | -1% | / | -9 | / | /
CCCC(=O)Nc1c(C)nn(C(=O)CCC)c1C | / | -3% | / | / | -4% | / | 2% | 2 | -2% | -1%
O=C(Nc1c(F)cc(F)cc1Br)c1cc(-c2ccccc2)on1 | -12% | 17% | -7% | -0.4% | -6% | 18% | / | 0 | 32% | -3%
CCOc1ccc(C2/C(=C(\O)c3cccc(OC)c3)C(=O)C(=O)N2c2ccccn2)cc1OC (stereo unspecified) | -2% | 13% | 19% | -0.5% | 10% | 0% | 1% | -1 | 5% | -7%
CCOC(=O)C(C)Sc1ncc(-c2ccc(Cl)cc2)cn1 (stereo unspecified) | -3% | 8% | 5% | 6.4% | 5% | 3% | -2% | 16 | 2% | -9%

Additional compounds follow:
Compound | p53 reactivation | a7 integrin act | A-T KAP1 phos | B2AR arrestin | CXXC DNA block | ELG1 DNA repair | TCR act | TRPV1 ag | BRCA1 expr act | TSG101-PTAP inh
Cc1ccc(C(=O)C(OC(=O)c2c(C)cc(=O)oc2C)c2ccccc2)cc1 (stereo unspecified) | -4% | -3% | 0% | 0.2% | 9% | -4% | 3% | ? | -5% | -1%
COC(=O)Nc1sc2c(c1C(=O)NCc1ccco1)CCCC2 | -3% | 0% | -10% | 0.3% | -1% | 12% | / | 1 | -30% | -8%
Cc1cccc(C)c1NC(=O)C(c1ccccc1)N1CCN(C(=O)c2ccco2)CC1 (stereo unspecified) | -11% | ? | -8% | -0.5% | 11% | -4% | / | 1 | -23% | -1%
O=C(COC(=O)c1ccc([N+](=O)[O-])s1)NC(c1ccccc1)c1ccccc1 | -5% | -13% | 3% | -0.5% | -5% | 0% | 14%[46.1 µM] | 7 | 20% | -5%
Cc1ccc(NS(=O)(=O)c2cc(C(=O)N3CCOCC3)ccc2C)cc1 | 7% | 1% | 2% | -0.2% | -6% | -2% | 0% | 1 | 5% | -4%
CCOC(=O)C(=O)NC(C)CCc1ccccc1 (stereo unspecified) | -5% | -10% | 4% | -0.2% | 12% | 0% | 3%[46.1 µM] | 2 | -19% | -1%
CC#CCN1C(=O)N[C@@H](c2ccccc2)C(C(=O)OC)=C1C | / | 9% | / | / | / | / | -5% | / | 4% | -2%
CCOC(=O)Cc1nnc(Nc2ccc(C)cc2)c2ccccc12 | 1% | 30% | -1% | 0.4% | 6% | 1% | -3%[46.1 µM] | 21 | -39% | -2%
CCN(C[C@H]1N[C@@](CC)(C(=O)OC)[C@H]2C(=O)N(Cc3ccccc3)C(=O)[C@@H]12)C(=O)Nc1ccc(C)cc1 | 5% | 10% | 0% | -1.0% | / | 0% | 6% | / | 5% | -2%
CN(Cc1ccco1)C(=O)c1ccc(N2CCCC2=O)cc1 | 1% | -8% | 2% | -1.2% | -1% | -1% | 1% | 4 | 0% | -10%
Cc1nn(-c2ccccc2)c2c1C(c1ccc([N+](=O)[O-])cc1)N1C(=N2)C(=O)Nc2ccccc21 (stereo unspecified) | -11% | 15% | -3% | 0.7% | 44%[activator] | 23µM* | -4%[46.1 µM] | -1 | -48% | -4%
COc1ccccc1N1CCN(C(=O)c2sc3ncnc(N4CCN(c5ccccn5)CC4)c3c2C)CC1 | -5% | -3% | -7% | -0.4% | -2% | 18µM* | 5% | 2 | -71% | -2%
O=C(NCc1ccc(/C=c2\sc3n(c2=O)CCN=3)o1)C(=O)Nc1ccccc1 | 4% | / | -2% | 0.0% | 8% | 1% | / | -5 | / | /
COc1ccc(NC(=O)Cc2ccccc2F)cc1S(=O)(=O)N1CCCCC1 | -2% | 4% | 4% | 0.4% | / | ? | -4% | 11 | -5% | -4%
CCc1ccc(CN2C(=O)c3ccccc3C2C(=O)NCc2cccnc2)cc1 (stereo unspecified) | -2% | 3% | 1% | -0.3% | -9% | -14% | -5% | 8 | 0% | -2%
C=CCNc1cccc(Br)c1 | / | 0% | / | / | / | / | 0% | / | 4% | -3%
CC1COc2ccccc2N1S(=O)(=O)c1ccccc1 (stereo unspecified) | 1% | -16% | 3% | 0.0% | 10% | -19% | -1% | 0 | -12% | -3%
CCOc1ccc(NC(=O)COc2ccc(C(=O)NCc3cccc(OC)c3)cc2OC)cc1 | 12% | 3% | -3% | 0.1% | / | 23% | -6% | 10 | 7% | -5%
O=C(Nc1ccc(F)c(F)c1)NC1CCCCC1 | ? | 1% | 0% | -0.2% | -1% | ? | / | ? | 91% | -2%
Cc1ccc(NC(=O)CN(C)C(=O)COc2cc(F)ccc2[N+](=O)[O-])cc1 | -2% | -8% | -1% | 0.3% | 3% | -6% | -1% | 6 | -22% | 0%
CC1CCN(c2ccc(C(=O)NCc3cccs3)cn2)CC1 | ? | -15% | 2% | -1.1% | -6% | ? | 0% | -8 | 14µM* | -11%
Cc1ccc(C(CC(=O)N2CCCCC2)c2ccccc2)c(O)c1C (stereo unspecified) | 3% | 6% | -2% | -0.9% | -1% | -12% | -2% | ? | -14% | 1%
O=C(/C=C/c1ccccc1Cl)N(Cc1cccs1)C1CCS(=O)(=O)C1 (stereo unspecified) | -1% | -19% | -11% | 0.0% | -19% | ? | -2% | 13 | -25% | -6%

High-throughput results deposited in PubChem by National Center for Advancing Translational Sciences (NCATS).
